TPT1 inhibitor = blocks Candida albicans tRNA 2'-phosphotransferase; recombinant caTPT1, FP RNA substrate dephosphorylation; inhibition, % at 5 µM; AID 1962; 0.81% of 300,000 active;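 active = inhibition above the mean of all tested compounds plus 3 SD, set per screening campaign, cut at about 24% in these data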;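 also: plate controls were DMSO alone for no effect and ferristatin control at 100 nM for full effect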
PP1 inh = counter-screen for PP5 inhibitors: inhibitors of human PP1-alpha; inhibition, % at 6.7 µM; 0.9% of 320,000 active; purified PP1alpha, OMFP fluorescence;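 active = inhibition above the mean inhibition of all tested compounds plus 3 SD, computed separately for each screening campaign, cut at about 15% in these data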
Target sequence (P62136 whole entry, looked up): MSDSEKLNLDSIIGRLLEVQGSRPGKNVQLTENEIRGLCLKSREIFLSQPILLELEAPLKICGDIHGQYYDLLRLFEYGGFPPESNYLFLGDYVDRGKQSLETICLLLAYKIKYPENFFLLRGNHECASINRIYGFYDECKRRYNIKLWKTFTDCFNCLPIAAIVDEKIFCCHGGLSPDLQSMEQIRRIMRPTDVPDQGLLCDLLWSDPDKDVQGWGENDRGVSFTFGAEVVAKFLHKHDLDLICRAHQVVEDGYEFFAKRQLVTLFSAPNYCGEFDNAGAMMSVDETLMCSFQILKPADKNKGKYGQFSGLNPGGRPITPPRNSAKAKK
PP5 inh = blocks human protein phosphatase 5 activity; 0.18% of 320,000 active; AID 1987; inhibition, % at 6.7 µM; P53041; purified PP5c, OMFP substrate fluorescence;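 active = inhibition above the campaign's mean inhibition across all tested compounds plus 3 SD, cut at about 9.5% in these data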;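 also: 0% = DMSO only and 100% = 100 µM cantharidin control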
CR mimetic SO = caloric restriction mimetics inhibiting age-related superoxide in yeast; superoxide response (% of plate mean), % at 10 µM; 0.18% of 330,000 active; AID 2690; S. cerevisiae aged cells, superoxide DHE fluorescence; stronger effect = lower value;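 active = superoxide response under a set limit, about three screen SD below normal, cut at about 65% in these data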;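 also: yeast aged for seven days with compound at 30 °C before DHE staining; 100% = average MFI of all compound-treated wells on the plate with controls excluded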
ZTA counter = blocks Epstein-Barr virus ZTA, an EBNA-1 counter-screen. P03206. ZTA-DNA binding, fluorescence polarization. inhibition, % at 11 µM. 0.15% of 320,000 active. AID 2234; in the data active = inhibition above about 33%
Target sequence (P03206 whole entry, looked up): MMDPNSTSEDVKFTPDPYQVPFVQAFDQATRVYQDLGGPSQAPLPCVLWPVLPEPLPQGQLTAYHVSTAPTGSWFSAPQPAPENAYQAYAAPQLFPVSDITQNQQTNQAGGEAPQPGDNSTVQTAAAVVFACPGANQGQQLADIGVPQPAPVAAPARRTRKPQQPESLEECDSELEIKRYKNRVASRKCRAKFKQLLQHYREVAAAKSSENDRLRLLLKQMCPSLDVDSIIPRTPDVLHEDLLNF
EBNA-1 inhibitor = blocks EBNA-1 binding to DNA. EBNA-1 DNA binding, fluorescence polarization. 0.34% of 300,000 active. inhibition, % at 14.8 µM; in the data active = inhibition above about 28%
HCV core dimer = blocks dimerization of HCV core protein; AID 1899; TR-FRET GST/Flag-core106 dimerization, 1536-well; 0.33% of 300,000 active; inhibition, % at 5 µM;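 active = inhibition above the mean of all tested compounds plus 3 SD, set per screening campaign, cut at about 45% in these data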
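Test system: GST/Flag-tagged HCV core106 proteins; Medium: KF-containing HEPES buffer, pH 7.45, DTT, CHAPS, BSA; Times: compound-protein-antibody incubation 4 h at 22.5 °C; Detection: TR-FRET 671 and 617 nm emission; Benchmarks: wells lacking GST-core106 and wells with excess unlabelled core106.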
CTSL1 counter = blocks F. hepatica cathepsin L1 in PFM18AAP counter-screen. 0.49% of 300,000 active. recombinant F. hepatica cathepsin L1, Z-Leu-Arg-MCA fluorescence. inhibition, % at 5.96 µM;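 active = inhibition above the mean of all tested compounds plus 3 SD, set per screening campaign, cut at about 17% in these data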;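 also: 0% = plate median of test compound wells and 100% = 1 µM Z-Phe-Ala-diazomethylketone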
GASC-1 inh = inhibitors of human GASC-1 (JMJD2C) demethylase; Q9H3R0; GST-JMJD2C(1-420) H3K9me3 demethylation, DELFIA europium; AID 2099; inhibition, % at 2.35 µM; 0.069% of 330,000 active;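 active = more than half of a compound's replicate wells show inhibition beyond 50%, single wells judged on their own value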;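 also: signal counts dimethyl H3K9 product captured on neutravidin plate; 0% = median of DMSO wells and 100% = 0.3 times that DMSO median; strong numbers were not always called active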
An asterisk follows results filed as active; · = no result given. Hits appear at their usual frequency. About 3.1% of those tested had a hit in this group.

SMILES | TPT1 inhibitor | PP1 inh | PP5 inh | CR mimetic SO | ZTA counter | EBNA-1 inhibitor | HCV core dimer | CTSL1 counter | GASC-1 inh
CCN(CC)S(=O)(=O)c1ccc(C(=O)Nc2ccc3c(c2)OCO3)cc1 | -1 | 2 | 0.7 | 87 | 7 | 2 | 18 | 1 | -2
O=C(O)CSCC(=O)N1CCc2c([nH]c3ccccc23)C1C(F)(F)F (stereo not drawn) | 2 | -2 | -1.7 | 121 | 1 | -5 | 2 | 1 | -4
Cc1cc(/C=C2/C(=O)N(C)C(=S)N2C)ccc1N1CCCC1 | 159* | 2 | 2.8 | 121 | 9 | 4 | -16 | 1 | 3
CC1(C)NC(=O)N(CC(O)CN2C(=O)CCC2=O)C1=O (stereo not drawn) | -2 | -3 | -1.3 | 105 | 1 | 4 | -2 | 0 | -1
COc1cc2cc3c(N)c(C(=O)Nc4sc(C)c(C)c4C#N)sc3nc2cc1OC | 36* | 12 | 0.0 | 99 | 6 | 4 | 3 | 3 | 10
CCOCCCNC(=O)C(NC(=O)c1ccc(NC(C)=O)cc1)c1ccc(C)cc1 (stereo not drawn) | 2 | -3 | -2.1 | 97 | 20 | 8 | 7 | 3 | 5
COc1ccc(-n2cnc3c(sc4nccc(N(C)C)c43)c2=O)cc1 | 0 | -4 | -1.4 | 102 | 18 | -6 | 4 | 1 | 0
CCOc1ccc(C(C)=O)cc1CN1C(=O)C(=O)N(CC)C1=O | -1 | 4 | -0.3 | 93 | 7 | -9 | 5 | -2 | -9
C/C(=N\NC(=S)NCCc1ccccc1)c1ccc(Cl)cc1Cl | -2 | 4 | 2.0 | 104 | 3 | -7 | -19 | 2 | 22
CCNc1nc(Oc2ccc(OC)cc2)cc(C(F)(F)F)n1 | -2 | -1 | 4.2 | 99 | -10 | -8 | -4 | 5 | -8
CCN(CC)S(=O)(=O)c1ccc(N/N=C/c2cc(OC)c(OC)cc2OC)nc1 | -1 | -1 | -1.5 | 106 | 3 | -2 | -2 | 2 | 1
CCC(C)(C(=O)Nc1ccccc1C)N(C(=O)CNC(C)=O)c1ccc(C)cc1 (stereo not drawn) | -2 | -2 | -0.7 | 106 | 15 | 8 | 3 | -2 | -2

One compound at a time (already shown). Screens in order: TPT1 inhibitor | PP1 inh | PP5 inh | CR mimetic SO | ZTA counter | EBNA-1 inhibitor | HCV core dimer | CTSL1 counter | GASC-1 inh
CCNc1nc(Oc2ccc(OC)cc2)cc(C(F)(F)F)n1 as listed: -2 | -1 | 4.2 | 99 | -10 | -8 | -4 | 5 | -8
CCC(C)(C(=O)Nc1ccccc1C)N(C(=O)CNC(C)=O)c1ccc(C)cc1 (stereo not drawn) as listed: -2 | -2 | -0.7 | 106 | 15 | 8 | 3 | -2 | -2
CCN(CC)S(=O)(=O)c1ccc(N/N=C/c2cc(OC)c(OC)cc2OC)nc1 as listed: -1 | -1 | -1.5 | 106 | 3 | -2 | -2 | 2 | 1
CC1(C)NC(=O)N(CC(O)CN2C(=O)CCC2=O)C1=O (stereo not drawn) as listed: -2 | -3 | -1.3 | 105 | 1 | 4 | -2 | 0 | -1
CCOc1ccc(C(C)=O)cc1CN1C(=O)C(=O)N(CC)C1=O as listed: -1 | 4 | -0.3 | 93 | 7 | -9 | 5 | -2 | -9

(further entries)
SMILES | TPT1 inhibitor | PP1 inh | PP5 inh | CR mimetic SO | ZTA counter | EBNA-1 inhibitor | HCV core dimer | CTSL1 counter | GASC-1 inh
Cc1ccc(S(=O)(=O)N(C)c2ccc(OCC(=O)O)cc2)cc1 | -1 | 2 | 1.7 | 88 | -10 | 11 | -6 | 0 | -8
COc1ccc(NC(=O)Cn2cnc3sc(C)c(S(=O)(=O)N4CCOCC4)c3c2=O)c(OC)c1 | 0 | -1 | 3.4 | 90 | 0 | -11 | -3 | -5 | 11
O=c1c(Cl)c(NCc2ccc(F)cc2Cl)cnn1C12CC3CC(CC(C3)C1)C2 | -1 | -4 | -0.2 | 121 | 5 | 1 | 12 | -2 | -4
N#CCCN1CCN(CCC#N)CC1 | 0 | -3 | 2.3 | 121 | -7 | -1 | 0 | 0 | 1
COC(=O)c1ccc(/C=N/NC(=O)CC(=O)NCc2cccnc2)cc1 | -2 | -3 | -1.2 | 100 | 10 | 10 | 0 | -4 | 15
C/C(CCc1ccc2c(c1)OCO2)=N\N=C1\NC(=O)CC(C(=O)Nc2ccccc2F)S1 (stereo not drawn) | -1 | 0 | 1.9 | 109 | -7 | 5 | 3 | -2 | 5
COc1cc(C(F)(F)F)c(C(=O)NCc2cccc(Cl)c2)cn1 | -2 | 3 | -1.3 | 104 | -1 | 2 | -6 | -2 | -2
CCC(=O)C1CCCN(C(=O)CCc2nnc(C3(c4ccc(Cl)cc4)CCC3)o2)C1 (stereo not drawn) | 1 | 4 | -1.9 | 100 | -13 | -12 | -1 | 7 | 4
COc1ccc2nc(/C=N/NC(=O)[C@H](C)NC(=O)OC(C)(C)C)ccc2c1 | -2 | -1 | 3.8 | 111 | -3 | -9 | -5 | 3 | -2
N#Cc1ccc(C23CC4(C2)[C@H](CN(Cc2ccc(C(F)(F)F)cc2)[C@@H]4c2ccccc2)C3c2ccccc2)cc1 (stereo partly drawn) | 1 | 6 | 2.0 | 99 | -15 | -10 | -16 | 6 | 9
N#Cc1ccc(CSc2nnc(NC(=O)c3ccc4ncsc4c3)s2)cc1 | 15 | 24* | 2.7 | 138 | 6 | 37* | 3 | -1 | 6
N#C/C(=N\Nc1ccccc1Cl)C(=O)c1ccccc1 | -3 | 0 | 2.1 | 105 | 9 | 6 | 0 | 5 | 3
Cn1c(O)c(C=Nc2ccc(Br)cc2)sc1=O | -3 | 0 | 1.4 | 91 | 14 | 10 | 2 | 9 | -2
Cc1cccc(C)c1NC(=O)CN(C)C(=O)c1cc(S(=O)(=O)N2CCOCC2)ccc1N1CCCC1 | 0 | -5 | 0.2 | 105 | -13 | -10 | -8 | 1 | -5
CCCCCn1c(=O)[nH]c2cc(C(=O)NCCN3C(C)CCCC3C)ccc2c1=O (stereo not drawn) | 0 | -1 | -0.2 | 101 | -16 | -2 | -4 | 13 | 3
CC(C)OCCCNC(=O)C1CCC(CNS(=O)(=O)c2cccc3nsnc23)CC1 (stereo not drawn) | -3 | 0 | 0.8 | 90 | 9 | 9 | 1 | -1 | -3
CCOc1cc(C(=O)OCC(=O)Nc2ccc(Cl)cn2)ccc1OCC(=O)N1CCOCC1 | 1 | -9 | 2.6 | 103 | -3 | -5 | -10 | -10 | -3
Cc1ccc(-c2nnn(CC(=O)N(CC(=O)NC(C)C)c3cnc4ccccc4c3)n2)o1 | 3 | -2 | -1.1 | 91 | 2 | -4 | -5 | -2 | -4
COc1ccc(-c2csc(NC(=S)NC(=O)c3ccc(S(=O)(=O)N(C)C)cc3)n2)cc1OC | 0 | -2 | 1.0 | 108 | 15 | 46* | 9 | 1 | 6
CC(C)(C)n1nc2c(c1NC(=O)c1cccc(Cl)c1)CS(=O)(=O)C2 | -1 | 1 | -0.7 | 96 | -12 | -5 | -9 | 2 | 0
COc1cc(C(=O)N2CCN(Cc3ccccc3C(F)(F)F)CC2)cc(OC)c1OC | 0 | 1 | 5.0 | 109 | 9 | -3 | 6 | -4 | -4
CNC(=O)Cc1csc2ccc(C)cc12 | 3 | -1 | 2.0 | 108 | -3 | 10 | -7 | 1 | 0
O=C(NCCCNC(=O)c1cc(Cl)ccc1Cl)c1cnccn1 | 3 | 0 | -1.6 | 97 | -5 | -23 | -7 | -4 | 7
CC(=O)Nc1nnc(Cc2ccccc2)s1 | 1 | 0 | -0.6 | 102 | 11 | 9 | 9 | -3 | 9
CCOc1ncccc1C(=O)Nc1ccc(Cl)c(S(=O)(=O)N2CCCC2)c1 | -5 | 4 | 1.0 | 96 | -12 | -2 | 3 | -2 | 10
Cc1ccc(-n2c(Cc3cccc4ccccc34)n[nH]c2=S)c(C)c1 | 0 | 5 | 1.2 | 94 | 0 | -6 | 4 | -1 | 64
Cc1ccc2cc3c(nc2c1)N(Cc1ccco1)CC3 | -1 | 1 | 1.1 | 104 | -1 | -1 | 6 | 0 | 6
CN(C)CCO/N=C(\c1ccc(Br)cc1)c1cccnc1 | -2 | -1 | -0.7 | 116 | 13 | 10 | -2 | -1 | -6
CSc1ccc(CN(C)CC(=O)N(C)CC(=O)Nc2ccccc2Br)cc1 | · | -1 | 2.0 | 78 | -3 | · | · | · | ·
CC(C)CC(NC(N)=O)C(=O)OCC(=O)Nc1ccc(SC(F)F)cc1 (stereo not drawn) | 2 | 2 | 3.5 | 87 | -3 | 1 | 2 | -14 | -11
CC(=O)Cc1nsc(NC(=O)c2ccc(COc3ccc(C)cc3)o2)n1 | -1 | 0 | -2.7 | 95 | 7 | 6 | -2 | 5 | -1
O=C(NNC(=O)C1CCN(Cc2ccccc2)CC1)c1cccc(Cl)c1 | 0 | -6 | 0.7 | 114 | -9 | 5 | -1 | 1 | -3
COC(=O)CSc1nnc(CNS(=O)(=O)c2ccc(Cl)cc2)n1C | -6 | 1 | -0.7 | 104 | -17 | 1 | -7 | 3 | 14
Cc1[nH]n(-c2ccccc2)c(=S)c1C=NCCCN=Cc1c(C)[nH]n(-c2ccccc2)c1=S | -4 | 0 | -2.2 | 104 | -5 | -6 | -24 | 6 | -4

An excerpt from above, showing only ZTA counter and EBNA-1 inhibitor:
SMILES,ZTA counter,EBNA-1 inhibitor
Cc1ccc2cc3c(nc2c1)N(Cc1ccco1)CC3,-1,-1
COC(=O)CSc1nnc(CNS(=O)(=O)c2ccc(Cl)cc2)n1C,-17,1
O=C(NNC(=O)C1CCN(Cc2ccccc2)CC1)c1cccc(Cl)c1,-9,5
Cc1ccc(-n2c(Cc3cccc4ccccc34)n[nH]c2=S)c(C)c1,0,-6

High-throughput results from PubChem BioAssay.
